# High-throughput results deposited in PubChem BioAssay by several laboratories.
# MBD2 DNA inh: MBD2-methylated oligo binding inhibition. inhibition, % at 4.4 µM. TR-FRET, MBD2 binding to methylated oligonucleotide. 370,000 compounds, 0.31% hits. Q9UBB5; in the data active = inhibition above about 13%
# Target sequence (Q9UBB5 whole entry, looked up): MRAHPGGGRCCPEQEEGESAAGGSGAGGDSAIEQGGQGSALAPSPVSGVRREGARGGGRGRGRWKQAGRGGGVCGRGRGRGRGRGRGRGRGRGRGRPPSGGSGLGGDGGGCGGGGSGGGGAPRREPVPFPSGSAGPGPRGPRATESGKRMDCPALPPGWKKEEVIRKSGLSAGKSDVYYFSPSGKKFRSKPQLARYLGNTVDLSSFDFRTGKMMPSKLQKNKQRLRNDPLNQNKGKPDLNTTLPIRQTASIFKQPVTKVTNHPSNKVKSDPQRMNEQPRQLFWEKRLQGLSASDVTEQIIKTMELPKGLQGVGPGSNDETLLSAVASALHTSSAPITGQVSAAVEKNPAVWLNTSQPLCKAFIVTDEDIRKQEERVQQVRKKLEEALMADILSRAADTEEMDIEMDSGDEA
# LEDGF integ inh: blocks HIV-1 LEDGF/p75-dependent DNA integration. TR-FRET IN-LEDGF/p75 DNA integration, Eu/Cy5. inhibition, % at 3.7 µM. 370,000 compounds, 0.64% hits;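 active = inhibition above the screen-wide mean plus 3 SD, cut at about 13% in these data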;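 note: signal is the Cy5 over europium emission ratio at 671 and 618 nm; 0% = plate median of compound wells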
# HTRA1 inhibitor: inhibitors of human serine peptidase HTRA1. recombinant HTRA1, FP-rhodamine activity-based probe, fluorescence polarization. inhibition, % at 5.96 µM. 340,000 compounds, 0.5% hits. AID 504803; in the data active = inhibition above about 36%;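 note: 0% = enzyme with DMSO and 100% = wells lacking enzyme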
# SIAE inh: inhibitors of human sialic acid acetylesterase SIAE; SIAE FP-Rh probe binding, fluorescence polarization; inhibition, % at 9.66 µM; 370,000 compounds, 0.69% hits; AID 1053197;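 active = inhibition above a cutoff: mean of compounds within the control limits plus 3 SD of those, cut at about 17% in these data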;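 note: 0% = plate median of compound wells and 100% = probe without SIAE protein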
# TDP2 absorb: blocks human TDP2 phosphodiesterase activity; inhibition, % at 12.8 µM; recombinant TDP2, T5PNP hydrolysis, p-nitrophenol absorbance 415 nm; 370,000 compounds, 0.34% hits;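 active = inhibition above the mean of all tested compounds plus 3 SD, set per campaign, cut at about 25% in these data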;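 note: 0% = DMSO with enzyme and 100% = buffer with substrate but no TDP2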
#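 System – recombinant human TDP2 · Quantity – TDP2 enzyme at 120 nM final · Doses – single concentration, 12.8 µM nominal, with 1% DMSO · Incubation – 2 h at 37 °C · Measured by – epi absorbance of p-nitrophenol freed from T5PNP by hydrolysis · Read-out – % inhibition relative to enzyme-containing and enzyme-free wells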
# mABHD4 FP: inhibitors of mouse ABHD4. AID 720543. purified mABHD4, FP-Rh probe fluorescence polarization. inhibition, % at 8.92 µM. 370,000 compounds, 0.54% hits. Q8VD66;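 active = inhibition exceeding the mean over every tested compound plus 3 SD, cut at about 30% in these data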;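 note: 0% = plate median of compound wells and 100% = S159A mutant with DMSO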
#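 system = mouse ABHD4 enzyme, wild type | medium = HEPES pH 7.0, NaCl, Pluronic buffer | also added = FP-Rh probe | incubation = Enzyme–compound pre-incubation 45 min, then probe 60 min, both 25 °C | technique = fluorescence polarization, excitation 525 nm, emission 598 nm, BODIPY TMR filters | controls = S159A mutant high control, sample median low control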
# NPR2 activator: GC-B (human) receptor activation. 370,000 compounds, 0.11% hits. AID 1920062. HEK293-GC-B cells, CNP EC30, cGMP TR-FRET; 0% at EC30 CNP, 100% saturating CNP. activation, % at 10 µM;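 active = activation at 10 µM reaching about 35% in either raw or pattern-adjusted values, limit read from the data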
# rCAG binder: binds r(CAG) RNA repeats. 370,000 compounds, 1.3% hits. inhibition, % at 3 µM. r(CAG) RNA repeat, TO-PRO-1 dye displacement fluorescence. AID 651821;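 active = inhibition above the plate cutoff, the mean of all test compounds on that plate plus 3 SD, cut at about 35% in these data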;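 note: 0% = DMSO alone and 100% = 100 µM mitoxantrone as full dye displacement; higher means more dye released from RNA so lower well fluorescence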
# TCR CD3 inh: blocks the human TCR-CD3 interaction | AID 651800 | inhibition, % at 9.4 µM | TAMRA-labeled TCR probe fluorescence, biochemical | 360,000 compounds, 0.37% hits; in the data active = inhibition above about 19%;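 note: recombinant mutant TCR 2C K166C tagged with TAMRA read by polarization; 0% = receptor in buffer alone and 100% = receptor with positive control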
# PRMT1 FP inh: blocks human protein arginine methyltransferase 1; Q99873; recombinant PRMT1, activity-based probe fluorescence polarization; inhibition, % at 2.79 µM; 370,000 compounds, 1.3% hits; AID 652257;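 active = inhibition above about 21% made by adding two undisclosed values, limit read from the data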
# Target sequence (Q99873 whole entry, looked up): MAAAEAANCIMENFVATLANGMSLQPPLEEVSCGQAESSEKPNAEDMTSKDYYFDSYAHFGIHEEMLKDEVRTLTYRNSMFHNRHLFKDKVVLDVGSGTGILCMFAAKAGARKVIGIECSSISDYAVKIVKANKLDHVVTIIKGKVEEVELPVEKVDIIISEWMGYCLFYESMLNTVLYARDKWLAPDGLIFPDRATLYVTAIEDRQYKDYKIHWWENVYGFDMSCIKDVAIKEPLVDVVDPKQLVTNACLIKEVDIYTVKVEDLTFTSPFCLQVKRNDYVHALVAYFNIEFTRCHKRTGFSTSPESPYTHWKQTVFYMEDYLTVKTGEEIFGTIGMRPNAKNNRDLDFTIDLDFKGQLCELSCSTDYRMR
# * = called active by the depositor; . = no result given. The list is partial; the hit share may differ from the screen's.
mol	MBD2 DNA inh	LEDGF integ inh	HTRA1 inhibitor	SIAE inh	TDP2 absorb	mABHD4 FP	NPR2 activator	rCAG binder	TCR CD3 inh	PRMT1 FP inh
COc1ccc(NC(=O)CN(C)C(=O)C2CSC3(C)CCC(=O)N23)cc1 (stereo unspecified)	-6	-1	-2	0	0	0	1	2	-1	-3
O=C(CC1SCCNC1=O)Nc1cc(Cl)cc(Cl)c1 (stereo unspecified)	-1	1	-9	-8	-14	-12	-1	4	0	-3
Cc1cc(/C=C2\SC(=O)NC2=O)c(C)n1-c1ccc(N(C)C)cc1	17*	42*	-1	10	1	7	-1	21	27*	6
O=C(Nc1ccc(N2CCOCC2)cc1N1CCOCC1)c1ccc([N+](=O)[O-])cc1Cl	1	-3	3	0	-13	-1	-1	-5	1	-2
CCOc1ccc(CCNC(=O)CSC(=S)N2CCCC2)cc1OCC	-6	3	-2	-1	8	-1	9	-6	2	3
O=C1CC2(CON=C2c2ccc(F)cc2)C(=O)N1c1ccc(F)cc1 (stereo unspecified)	0	2	-3	-2	0	0	10	9	-9	1
CCOC(=O)c1cnc(SC)nc1Sc1ccccc1Cl	-1	2	-26	1	10	0	-3	-4	-2	-2
CC(=O)NCCC(=O)N1CCc2c([nH]c3ccccc23)C1c1cccc(Cl)c1 (stereo unspecified)	-3	-1	5	4	-6	6	2	2	4	-3
CCN(C1CCCCC1)S(=O)(=O)c1cc(C)ccc1OC	1	-1	-13	-1	-4	2	1	-5	-1	-2
COc1ccc(NC(=O)c2cc(S(=O)(=O)N3CCc4ccccc43)cn2C)cc1	4	5	-4	3	-7	-6	-26	4	-11	-7
COc1ccc(C2Nc3ccccc3C(=O)N2c2ccc(C)cc2)cc1COc1ccccn1 (stereo unspecified)	3	1	-9	-3	1	-1	-1	5	-1	2
CC(=O)n1nc(-c2ccco2)nc1N	0	1	4	5	4	3	2	1	-2	-2
C[C@@H](C(=O)OCC(=O)c1ccc(F)c(F)c1)N1C(=O)C2CCCCC2C1=O (stereo partly specified)	-4	2	-7	-5	-1	4	-4	0	5	4
N=c1c(C(=O)NCC2CCCO2)cc2c(=O)n3ccccc3nc2n1Cc1ccco1 (stereo unspecified)	-10	3	1	-2	1	5	-2	6	-3	2
Cc1cccc(N(CC(=O)N2CCCC2)S(=O)(=O)c2ccccc2)c1	-1	2	1	2	5	-9	-4	2	-5	2
O=C(c1ccco1)c1nc2c(n1O)CCCCC2	-1	0	5	-2	-5	1	9	4	-6	1
O=C(O)CSCC(=O)NCc1ccc(Cl)cc1Cl	-2	-2	1	2	0	-7	6	0	1	1
N/C(=N\OCC(=O)Nc1ccccc1)c1nonc1N	-6	2	-2	-2	12	-3	2	-2	2	-4
CC(C)C(=O)NC(=S)Nc1ccc(S(=O)(=O)N(C)Cc2ccccc2)cc1	-5	-2	-57	-13	-4	-23	0	0	7	-1
O=C(Nc1ccc2c(c1)OCO2)C1CC(c2ccc(F)cc2)=NO1 (stereo unspecified)	2	4	6	3	7	0	0	0	-5	1
CC(=O)N1CCC(C(=O)Nc2ccc3c(c2)CCC3)CC1	5	-4	2	1	-4	-3	1	-4	-4	0
Cc1cc(NC(=O)CSCC(=O)OCC(=O)Nc2ccc(OC(F)F)cc2)no1	-1	-4	6	8	10	9	-8	-1	1	1
O=C(CSc1ncnc2scc(-c3ccc(F)cc3)c12)c1ccc2c(c1)OCCO2	2	5	-4	2	-9	-4	6	8	-2	0
CCOC(=O)N1CCC2(CC1)C(C#N)=C(N)Oc1c2sc2nc(C)cc(C)c12	-2	-1	-12	-5	6	1	6	-5	3	3
O=C1c2ccccc2C(=O)N1C1C=CC=CC=C1	-5	-1	4	5	-6	3	1	3	6	-1
CS(=O)(=O)c1cnc(-c2ccccc2)nc1-c1ccccc1Cl	-1	-6	-4	0	-10	-8	-3	-3	2	1
COc1ccc(CC(=O)NCC2(c3ccc(OC)c(OC)c3)CCOCC2)cc1	-2	-2	3	-2	7	-1	0	-7	-7	3
O=C(OCC(=O)N1CCc2ccccc2C1)c1ccc(O)cc1	-1	-4	1	2	5	-4	0	0	-2	-2
FC(F)(F)c1ccccc1NC(=S)NC1CCN(Cc2ccccc2)CC1	-1	-2	1	2	-4	3	2	-4	-3	7
COc1ccc(NC(=O)C2Cc3c(-c4ccccc4Oc4ccccc4)ccnc3O2)cn1 (stereo unspecified)	-5	0	.	-1	7	-1	2	2	1	1

# (listing goes on)
mol	MBD2 DNA inh	LEDGF integ inh	HTRA1 inhibitor	SIAE inh	TDP2 absorb	mABHD4 FP	NPR2 activator	rCAG binder	TCR CD3 inh	PRMT1 FP inh
CC(C)[C@@H](CO)N(Cc1cn(Cc2ccccc2)nn1)S(=O)(=O)c1ccccc1Br	4	-1	.	1	3	1	5	0	.	-2
COc1ccc2c(c1)c1c(n2C)[C@@H]2CC=C(CO)[C@@H](C1)N2C	0	3	-4	7	4	0	3	2	7	3
CN1CCN(C(=O)CCCOc2cc(=O)n(C)c3ccccc23)CC1	2	-1	2	2	8	4	1	-7	-1	2
C[C@H]1CN([C@@H](C)CO)S(=O)(=O)c2ccc(Br)cc2O[C@H]1CN(C)C(=O)C1CCC1	2	-1	1	2	0	-3	-16	-1	4	-1
Cc1ccc(NC(=O)CCc2ccccc2)cc1S(=O)(=O)N1CCOCC1	1	-1	2	3	-12	-1	8	2	5	-2
COc1c2c(c(OC)c3c1c(=O)c1ccccc1n3C)OCO2	-7	-1	-3	6	-2	8	-10	4	1	12
CCOC(=O)c1ccc(NC(=O)CN2CCN(c3ccccc3)CC2)cc1	-1	-1	8	3	9	7	2	-8	-2	0
CCCCn1nnnc1SCC(=O)Nc1ccc2c(c1)OCCO2	5	0	-1	-3	7	2	3	-2	-1	-2
CC1(C)CC(=O)C(C(c2ccco2)C2C(=O)CC(C)(C)CC2=O)C(=O)C1	-2	5	10	6	3	8	0	10	9	4
CC(C)C(C)(C#N)NC(=O)CSc1ncnc2sc(-c3ccccc3)cc12 (stereo unspecified)	-5	1	-50	-7	7	-24	.	5	10	-2
CN(c1ccccc1)S(=O)(=O)c1ccc(C(=O)N2CCN(c3ccccc3F)CC2)cc1	-3	-4	-6	-3	-4	1	-3	-1	-3	2
COC(=O)c1ccc(S(=O)(=O)N2CCN(C(c3ccccc3)c3ccccc3)CC2)n1C	0	-4	-17	-1	5	1	0	3	-3	3
O=C1CN(C(=O)COc2ccccc2)CCN1	4	3	3	-7	6	3	3	1	5	-3
O=C1Nc2ccccc2C12OCC(COc1ccc(Cl)cc1)O2 (stereo unspecified)	-1	-7	-15	0	-13	-29	6	5	12	5
CCC(=O)N1CCc2cc(S(=O)(=O)CCC(=O)N3CCN(c4ccc(Cl)cc4)CC3)ccc21	-2	1	0	-5	-12	-5	-2	-2	-4	2
Cc1cccc(C(=O)N2CCc3cc(-c4csc(NC(=O)CN5CCCC5)n4)ccc32)c1	0	1	-41	0	-9	16	5	1	0	-5
CC(Nc1ccccc1N1CCCCC1)C(=O)N1CCc2ccccc21 (stereo unspecified)	-2	2	-2	2	-10	2	-6	3	4	-3
CN(CC(=O)Nc1ccc(Cl)c(C(F)(F)F)c1)C(=O)C1CC(=O)N(C2CCCC2)C1 (stereo unspecified)	-1	-3	5	-3	12	4	1	-1	3	-2
COCCc1ccc(OC2(C)CCN(Cc3ccc(OC)c4ccccc34)C2)cc1 (stereo unspecified)	0	0	.	0	-2	4	-4	2	8	-1
COc1ccc(NC(=O)CC2C(=O)N(c3cccc(OC)c3)C(=O)N2C2CCCCC2)cc1 (stereo unspecified)	2	4	-8	4	4	1	3	1	0	-5
CCOc1ccc(OCCSc2nc(N)cc(=O)[nH]2)cc1	11	0	-4	-5	2	-3	-6	2	-6	1
O=C(NCc1cccnc1)Nc1ccc2c(c1)OCO2	4	-3	3	-2	5	5	-2	0	-5	6
CC(=O)COC(=O)c1cc(-c2ccc(C)cc2)nc2ccccc12	-2	1	-10	-3	7	1	-7	3	1	0
Oc1ccccc1NCC(O)Cn1ccc2ccccc21 (stereo unspecified)	8	0	54*	10	17	27	-1	13	0	8
Cc1cnc(C(=O)OCC(=O)c2ccc(F)c(F)c2)cn1	-4	-3	-2	8	8	3	-3	-1	-2	3
COc1ccc(N2CC(C(=O)Nc3nc4ccc(S(C)(=O)=O)cc4s3)CC2=O)cc1 (stereo unspecified)	-3	1	5	1	0	4	0	21	0	7
Cc1ccc(S(=O)(=O)N2CCN(C(=O)CCNC(=O)c3ccccc3Cl)CC2)cc1	-4	0	3	1	1	0	-3	-7	-11	4
COc1ccc(C(=O)NCC(c2ccco2)N2CCc3ccccc3C2)cc1 (stereo unspecified)	-1	1	-7	-6	-5	-9	-2	-4	6	-1
C[C@@H]1CN([C@H](C)CO)C(=O)CCCn2nncc2CO[C@@H]1CN(C)C(=O)c1ccc(N2CCN(C)CC2)cc1	-2	-8	-1	9	13	6	-3	1	0	-5
CN(CC(=O)NC1CCCCCC1)S(=O)(=O)c1ccccc1	3	4	6	4	-6	5	-4	-5	-1	2

# Full records from above.
# Results for C[C@@H]1CN([C@H](C)CO)C(=O)CCCn2nncc2CO[C@@H]1CN(C)C(=O)c1ccc(N2CCN(C)CC2)cc1 → MBD2 DNA inh: -2; LEDGF integ inh: -8; HTRA1 inhibitor: -1; SIAE inh: 9; TDP2 absorb: 13; mABHD4 FP: 6; NPR2 activator: -3; rCAG binder: 1; TCR CD3 inh: 0; PRMT1 FP inh: -5
# Results for CC(=O)COC(=O)c1cc(-c2ccc(C)cc2)nc2ccccc12 → MBD2 DNA inh: -2; LEDGF integ inh: 1; HTRA1 inhibitor: -10; SIAE inh: -3; TDP2 absorb: 7; mABHD4 FP: 1; NPR2 activator: -7; rCAG binder: 3; TCR CD3 inh: 1; PRMT1 FP inh: 0

# Next results follow:
mol	MBD2 DNA inh	LEDGF integ inh	HTRA1 inhibitor	SIAE inh	TDP2 absorb	mABHD4 FP	NPR2 activator	rCAG binder	TCR CD3 inh	PRMT1 FP inh
Cc1ccccc1NS(=O)(=O)c1cc(C(=O)Nc2cccc([N+](=O)[O-])c2)ccc1C	1	-1	-81	-148	5	-80	2	22	10	1
CCC(C)(C(=O)Nc1ccc(OC)cc1)N(C)C(=O)Cn1nnnc1N (stereo unspecified)	0	5	-8	11	1	-5	-1	1	-6	-2
N#CC(c1ccccc1)c1ccc(=O)[nH]n1 (stereo unspecified)	4	2	-3	0	14	-6	4	2	3	-6
CCOC(=O)C[C@H]1c2cc(F)ccc2S(=O)(=O)N1c1ccccc1	0	0	-1	1	9	0	2	-1	8	-2
CC1=C(C(=O)OCc2ccccc2)C(c2ccccc2-c2ccccc2)NC(=O)N1CCCCCC(=O)O (stereo unspecified)	-1	2	-12	-7	6	11	-7	10	1	0
Cc1c(NC(=O)Nc2ccc3c(c2)OCO3)c(=O)n(-c2ccccc2)n1C	3	-3	9	-2	0	-3	3	0	7	3
CCCOc1ccc(-c2nc3c(c(=O)[nH]c(=O)n3Cc3ccccc3)n2CCO)cc1OCC	5	-2	7	-6	-14	-11	4	-3	-1	10
CCCCC/C=C/C1=CC(=O)C[C@H](c2ccc(OC)cc2)C1	3	1	-22	-4	0	-5	-2	7	-2	3
